Cav32 inh – Cav3.2 calcium influx blockers – cell-based, Fluo-4 calcium fluorescence, FDSS, MLSMR library, primary screen; Voltage-dependent T-type calcium channel subunit alpha-1H (Homo sapiens), O95180; Cav3.2-expressing cells; stronger effect = lower value; B-score at 10 µM; 100,000 compounds, 4% hits; AID 449739, 2010;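 active means single-dose well whose peak fluorescence ratio is a statistical outlier from its plate by either plate-standardised score or position-corrected B-score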
Active calls of the source: *. A portion of the library. The share of hits here may be higher or lower than overall.

SMILES | Cav32 inh
CCC(c1nnnn1CCc1ccccc1)N1CCN(C(=O)c2ccco2)CC1 (stereo not given) | 0.37
O=C(COc1ccc(Br)cc1)NCc1ccccn1 | -0.1
CCOC(=O)c1c(C=O)c(C)n(Cc2ccccc2Cl)c1C | -3.2
CCc1nc(N[C@@H](CC(C)C)C(=O)O)c2oc3ccccc3c2n1 | 0.73
CC(C)(C)OC(=O)NC(CCNC=C1C(=O)OC(C)(C)OC1=O)C(=O)O (stereo not given) | 0.51
Cc1nn(Cc2ccc(Cl)c(Cl)c2)c(C)c1NC(=O)c1cc(-c2ccco2)on1 | -5.7*
CC(=O)c1cccc(NC(=O)N2CCCC2C(=O)NCc2ccccc2)c1 (stereo not given) | 0.16
CCN(c1ccc(NC(=O)COC(=O)c2ccc(C)c(S(=O)(=O)N3CCOCC3)c2)cc1)C(C)C | -3.7
CCn1cc(C(=O)Nc2ccc(OC)c(OC)c2)c2cc(OC)c(OC)cc2c1=O | -0.049
COC(=O)C1=C(N)Oc2cc(C)n(Cc3cccnc3)c(=O)c2C1c1ccc(OC)c(OC)c1OC (stereo not given) | 1.2
CCCC(=O)Nc1c(O)c2ccccc2[nH]c1=O | -0.36
O=C1c2ccccc2C(O)(Cc2ccccc2)N1CCCN1CCOCC1 (stereo not given) | 0.45
CCC(C)(C)n1nnnc1C(c1cc2cc(OC)c(OC)cc2[nH]c1=O)N1CCc2ccccc21 (stereo not given) | -2.8
CN(C)c1ccc(C(=O)Nc2ccc(O)c3c(=O)cc(-c4ccccc4Cl)oc23)cc1 | -0.11
COc1cccc(-c2cc(=O)c3cc(NC(=O)c4ccc(N(C)C)cc4)ccc3[nH]2)c1 | 0.024
CC(C)CC(=O)N1CCC(O)(CS(=O)(=O)Cc2ccc(Cl)cc2)CC1 | 1.1
O=C(NCc1cccs1)c1cc(-c2ccccc2)nn1CC1CC(c2cccnc2)=NO1 (stereo not given) | 0.17
COc1ccc(NC(=O)c2ccco2)cc1NC(=O)c1ccc(Br)o1 | -2
CCn1nc(C)c(C(=O)Nc2cc(Oc3ccc(Cl)cc3)cc([N+](=O)[O-])c2)c1C | -1.4
Oc1c(I)cc(I)c2cccnc12 | -0.5
CCOC(=O)C1=C(C)Nc2nnnn2C1c1ccccc1Cl (stereo not given) | 0.018
CC(CN(C)Cc1ccccc1)OC(=O)c1ccc2c(c1)OCCO2 (stereo not given) | -2.2
COCCn1c(=NC(=O)CSC(C)=O)sc2cc(OC)ccc21 | -5.9*
O=C(CN1C2=NCCN2c2ccccc21)N1CCOCC1 | 0.98
O=C(NC1CCCCCCC1)c1ccco1 | 0.073
CN(C1CCS(=O)(=O)C1)S(=O)(=O)c1ccc(N2CCCC2=O)cc1 (stereo not given) | 0.61
COc1ccc(Sc2nc3ccccc3n3c(C(F)(F)F)nnc23)cc1 | -0.26
CCc1nnc(NC(=O)c2ccncc2)s1 | 0.11
COc1cc(C(=S)N2CCCC2)cc(OC)c1O | 0.074
CCOC(=O)c1cc2cc(C)ccc2[nH]1 | -0.24
CC1CC(C)CN(CCCn2c(=S)[nH]c3ccccc3c2=O)C1 (stereo not given) | 1.3
CC1Cc2ccccc2N1Cc1nc2cc(Cl)ccc2c(=O)[nH]1 (stereo not given) | -1.9
Cc1cc(C)c(S(=O)(=O)O)c(C)n1 | 0.12
CCOC(=O)c1c(NC(=O)CCN2C(=O)c3ccccc3C2=O)sc(C(=O)OC(C)C)c1C | -2.2
CON(C)c1nc(Oc2ccc(=O)[nH]n2)nc(N(C)C)n1 | 0.082
CCCCNC(=O)c1c(N)n(/N=C/c2ccccn2)c2nc3ccccc3nc12 | 1.1
Cc1occc1-c1nnc(SCC(=O)Nc2nccs2)n1CCc1ccccc1 | -3
CCOC(=O)COc1ccc(Oc2nc(C)cc(OC)n2)nn1 | -0.75
CCNC(=O)CN(c1ccc(OC)c(OC)c1)S(=O)(=O)c1ccccc1 | 0.5
COc1ccc(NC(=O)CNS(=O)(=O)c2cccs2)c(OC)c1 | 0.64
COCCCn1c(SCc2cccc(OC)c2)nc2cc(OC)c(OC)cc2c1=N | -0.82
Cc1ccc2c(c1)CCCN2C(=O)Nc1ccc2c(c1)OCO2 | -1.7
Clc1ccccc1C1CC(c2ccccc2)Nc2ncnn21 (stereo not given) | -0.91
Cc1ccc(OCC(=O)N2N=C(C(F)(F)F)CC2(O)C(C)(C)C)cc1C (stereo not given) | -7.3*
Cc1ccc(N)cc1-n1c(C)ccc1C | -0.15
COc1cnc(-c2ccccc2)nc1Oc1ccc(C(C)(C)C)cc1 | -2.6
Cc1csc(N(C(=O)c2cccc(S(=O)(=O)N(C)C)c2)c2ccccc2)n1 | -0.11
COc1ccccc1CNC(=O)c1cnc2ccccn2c1=O | 1.6
CCCCCCC(=O)Nc1nc(C)c(-c2csc(Nc3cccc(OC)c3)n2)s1 | -1.2
COC(=O)C(C(=O)Nc1cccc(C)n1)C1CCCCCC1 (stereo not given) | -2
CCOC(=O)Cn1c(=O)c(-c2ccccc2NC)nc2ccccc21 | -1.3
CSCCC(NC(=O)C1CCC(C)CC1)C(=O)N1CCN(c2ccccn2)CC1 (stereo not given) | 0.28
CCC(CC)C(=O)Nc1cccc(C(=O)N2CCCCCC2)c1 | -0.061
COC(=O)c1ccccc1OCC(=O)NC1CCCCC1 | 0.43
CCC1S/C(=N/C(=O)NC2CCCCC2)NC1=O (stereo not given) | 0.39
Cc1ccccc1-n1c(SCc2ccccn2)nc2n[nH]c(C)c2c1=N | 0.74
COc1cccc(Oc2cncnc2-c2ccc(OC)cc2O)c1 | -3.9*
Cc1ccc(NC(=O)CCC(C(=O)O)N2C(=O)c3ccccc3C2=O)cc1 (stereo not given) | -0.0045
COc1ccc(Br)cc1C(=O)Nc1ccc(NC(=O)c2ccco2)cc1 | 0.031
COc1ccc(CCNC(=O)CCNS(=O)(=O)c2cccc3nsnc23)cc1OC | 2

New compounds follow.
SMILES | Cav32 inh
COc1cc(S(=O)(=O)N(Cc2cccs2)C2CC2)ccc1-n1cnnn1 | -0.09
CCOC(=O)/C(=N\Nc1cc(C(F)(F)F)ccc1Cl)N(CC)CC | -0.49
O=C(O)CSc1nc(-c2ccccc2)cc(=O)[nH]1 | 0.83
COc1ccc(C2CC(=O)C=C(NCCC(C)C)C2)cc1 (stereo not given) | 0.072
Cc1ccccc1NC1=C(Cl)C(=O)OC1NC(=O)c1ccccc1 (stereo not given) | 0.71
Cc1c(Br)cc(C(=O)NCCCN2CCOCC2)c(C)c1C | 0.61
CCOc1ccc(CNC23CN4CN(CN(C4)C2)C3)cc1 | 0.33
CCCCn1c(C(C)NC(=O)CCC)nc2ccccc21 (stereo not given) | -0.0081
O=C(CN1C(=O)CSC1=O)c1ccccc1 | 0.12
COC(=O)c1cn(NC(=O)c2cccc(F)c2)c(=O)c2ccccc12 | 0.024
CCN(CC)c1ccc(NC(=O)Cn2cc3c(n2)CCC(C)C3)c(C)c1 (stereo not given) | -2.7
Cc1ccccc1-n1nnnc1Sc1nnnn1-c1ccccc1 | 0.58
O=C(NCCc1c[nH]c2ccccc12)C1CCN(c2nnc(N3CCCC3=O)s2)CC1 | -0.39
O=C(Sc1nnc(-c2ccccc2)o1)N1c2ccccc2Sc2ccccc21 | -0.6
COc1ccccc1N1CCN(c2nc3ccccn3c(=O)c2C=O)CC1 | 0.53
CCn1c(SCC(=O)NC2CCCc3ccccc32)nnc1-c1cccs1 (stereo not given) | 1.5
CCOCCn1c(N2CCN(c3ccc(OC)cc3)CC2)nc2c1c(=O)n(C)c(=O)n2C | 0.74
CN(C(=O)c1ccc(NC(=O)C2CC=CCC2C(=O)O)cc1)c1ccccc1 (stereo not given) | 0.14
Cc1ccc2c(c1)C(O)(CC(=O)c1cccnc1)C(=O)N2 (stereo not given) | -0.81
Cn1cccc1C(=O)NC(=O)COC(=O)c1ccc(O)cc1 | 0.077
CCc1nnc(NC(=O)c2c(C)nn(-c3ccccc3)c2Cl)s1 | 0.041
CC(=O)N1CCC2(CC1)C(C#N)=C(N)Oc1n[nH]c(C)c12 | 0.0074
O=C(c1ccc(F)cc1)N1CCC(N2CCOCC2)CC1 | 0.5
COc1ccc(NC(=O)N2CCc3ccccc32)cc1 | 0.11
COCc1nc2ccccc2n1CCOc1ccccc1OC | -0.41
COc1cc(C(=O)NCCC(=O)NCCCN2CCCCC2)cc(OC)c1OC | 0.096
CN(c1ccccc1C(=O)O)S(=O)(=O)c1ccc2c3c(cccc13)C(=O)N2 | 1
O=C(NCCCN1CCC(Cc2ccccc2)CC1)C1CCN(S(=O)(=O)N2CCOCC2)CC1 | 0.047
CCOc1ccccc1NC1=CC(=O)CC(c2ccccc2)C1 (stereo not given) | -2.3
CCOC(=O)c1cccc(NC(=O)CSc2nnc(CNc3ccc(C)cc3)n2CC)c1 | -4.1*
CN1CCN(CC#CC(C)(O)C2CC3C=CC2C3)CC1 (stereo not given) | -0.014
O=C(CCCN1C(=O)c2ccccc2C1=O)NCCC1=CCCCC1 | -0.26
Cc1ccc(S(=O)(=O)N2CCC(=O)N(C(COCc3ccc(Cl)c(Cl)c3)Cc3ccccc3)CC2)cc1 (stereo not given) | 0.45
CCN(C(=O)CSc1nnc(Cc2cccc3ccccc23)n1N)C1CCS(=O)(=O)C1 (stereo not given) | 0.19
CCCC(c1nnnn1CCC(C)C)N1CCC(C(N)=O)CC1 (stereo not given) | 0.063
CCC(=O)N1CCc2cc(S(=O)(=O)NCCCOC)ccc21 | -0.02
CC(C)(C)N(NC(=O)Nc1ccc(Cl)cc1)C(=O)c1ccccc1 | -0.22
Cc1ccc(S(=O)(=O)c2c(N)n(CCN3CCOCC3)c3nc4ccccc4nc23)cc1C | 0.62
Cc1cccc(NCc2nc(SCC(N)=O)n[nH]2)c1 | 0.12
COC(=O)c1nnc(-c2ccccc2)nc1OC | 0.03

Among those listed so far, six contain a COOH group.
SMILES | Cav32 inh
CCc1nc(N[C@@H](CC(C)C)C(=O)O)c2oc3ccccc3c2n1 | 0.73
CC(C)(C)OC(=O)NC(CCNC=C1C(=O)OC(C)(C)OC1=O)C(=O)O (stereo not given) | 0.51
Cc1ccc(NC(=O)CCC(C(=O)O)N2C(=O)c3ccccc3C2=O)cc1 (stereo not given) | -0.0045
O=C(O)CSc1nc(-c2ccccc2)cc(=O)[nH]1 | 0.83
CN(C(=O)c1ccc(NC(=O)C2CC=CCC2C(=O)O)cc1)c1ccccc1 (stereo not given) | 0.14
CN(c1ccccc1C(=O)O)S(=O)(=O)c1ccc2c3c(cccc13)C(=O)N2 | 1

Sorted by length of the SMILES (low to high): part of the list above
SMILES | Cav32 inh
Cc1ccc(N)cc1-n1c(C)ccc1C | -0.15
CCCC(c1nnnn1CCC(C)C)N1CCC(C(N)=O)CC1 (stereo not given) | 0.063
CCc1nc(N[C@@H](CC(C)C)C(=O)O)c2oc3ccccc3c2n1 | 0.73
COc1cccc(-c2cc(=O)c3cc(NC(=O)c4ccc(N(C)C)cc4)ccc3[nH]2)c1 | 0.024

The listing continues:
SMILES | Cav32 inh
CCCn1c(=O)c(C(=O)Nc2ccccc2)c(O)c2ccccc21 | -0.13
COc1ccc(-c2cn3c(C)c(C(=O)Nc4cccc(C)n4)sc3n2)cc1 | -0.31
O=C(O)CCCCCn1c(SCC(=O)N2CCCC2)nc2ccsc2c1=O | -0.032
COc1cc(CNCCc2ccccc2)ccc1OCC(=O)NC(C)(C)C | -0.064
NC(=O)CNC(=O)[C@@H]1CC2(CC(c3ccc(Cl)cc3)=NO2)CN1C(=O)c1ccccc1 (stereo not given in full) | -0.062
CC(=O)Nc1ccc(N/C=C/C(=O)c2ccco2)cc1 | 0.49
COc1ccc(C2=NOC(C(=O)Nc3c(C)n(C)n(-c4ccccc4)c3=O)C2)cc1OC (stereo not given) | -0.96
CC1(CCc2ccccc2)NC(=O)N(Cc2nnc(-c3ccccc3Br)o2)C1=O (stereo not given) | -2.6
COC(=O)c1ccc(C)c(NS(=O)(=O)c2ccc(OC)cc2)c1 | -2.2
CC(C)(C)NC(=O)NC(=O)CSc1ncc(C(F)(F)F)cc1Cl | -0.011
Cc1cc(C(=O)Nc2cccc(/C=C/C(=O)O)c2)c(C)o1 | 0.42
Cc1nnc(SCC(=O)Nc2sc3c(c2C#N)CCCCC3)n1N | -0.011
CC(=O)Nc1ccc(NC(=O)c2c(C)nc3ccccn23)cc1 | 0.44
O=C1C=C(O)CC(c2ccc(Cl)c(Cl)c2)C1 (stereo not given) | -0.0044
CC(C)(C)CNc1cc(N2CCCC2)ccc1[N+](=O)[O-] | 0.22
CCOC(=O)N1CCN(S(=O)(=O)c2cccs2)CC1 | 0.08
Nc1cnc(CNc2ccccc2Cl)cn1 | 0.62
COc1ccc(S(=O)(=O)N2CCCC(C(=O)Nc3ccc(OC)c(OC)c3)C2)cc1 (stereo not given) | 1.2
O=C(c1ccc(F)cc1)n1ccc(-c2cnc(-c3ccccc3)s2)n1 | 0.19
COCC(=O)N(Cc1nc2ccccc2c(=O)[nH]1)Cc1cccs1 | 1.1
CCN(CC)c1ccc(NC(=O)c2[nH]c(C)c(C(C)=O)c2C)c(C)c1 | 0.061
CCOc1ccc(-n2c(SCc3ccc(C(=O)OC)o3)nc3c(c2=O)SCC3)cc1 | -3.2
CCOC(=O)c1nn(-c2ccccc2F)c(-c2ccccc2)c1C(=O)c1ccccc1 | -4.4*
O=C(/C=C/c1ccccc1)NCCc1ccccc1 | -3.3
O=C(OCn1nnc2ccccc2c1=O)C1CCN(S(=O)(=O)c2cccs2)CC1 | 1.6
CN(C)c1ccc(-c2nn3c(C4CCCCC4)nnc3s2)cc1 | -0.65
COc1cccc(-c2nc(NCCN3CCOCC3)c3ccccc3n2)c1O | 1.1
COc1oc(-c2ccc(Cl)cc2)nc1C(F)(F)F | 0.043

Printed as active in Cav32 inh, among the entries above:
SMILES | Cav32 inh
Cc1nn(Cc2ccc(Cl)c(Cl)c2)c(C)c1NC(=O)c1cc(-c2ccco2)on1 | -5.7*
COCCn1c(=NC(=O)CSC(C)=O)sc2cc(OC)ccc21 | -5.9*
Cc1ccc(OCC(=O)N2N=C(C(F)(F)F)CC2(O)C(C)(C)C)cc1C (stereo not given) | -7.3*
COc1cccc(Oc2cncnc2-c2ccc(OC)cc2O)c1 | -3.9*
CCOC(=O)c1cccc(NC(=O)CSc2nnc(CNc3ccc(C)cc3)n2CC)c1 | -4.1*
CCOC(=O)c1nn(-c2ccccc2F)c(-c2ccccc2)c1C(=O)c1ccccc1 | -4.4*

Screens (PubChem)
